# Compound activity as filed in PubChem BioAssay.
# MPTP inh – permeability transition pore inhibition; inhibition, % at 10 µM; 360,000 tested, 1.4% active; isolated mouse mitochondria, Ca2+ swelling absorbance, 30 min;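 active means inhibition of 50% or more, scaled per plate between neutral and stimulator controls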;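 further: 0% = DMSO wells given calcium and 100% = 1 mM EGTA wells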
# CXCR6 inh – inhibitors of human CXCR6 receptor | CHO-K1 PathHunter CXCR6 beta-arrestin, luminescence | inhibition, % at 20 µM | 360,000 tested, 0.36% active | AID 602244; in the data active means inhibition above about 34%, passing the limit was not always enough;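 further: antagonist mode with CXCL16 agonist at 10 nM final; 0% = 10 nM CXCL16 with DMSO and 100% = unstimulated wells without agonist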
# Target sequence (O00574 whole entry, looked up): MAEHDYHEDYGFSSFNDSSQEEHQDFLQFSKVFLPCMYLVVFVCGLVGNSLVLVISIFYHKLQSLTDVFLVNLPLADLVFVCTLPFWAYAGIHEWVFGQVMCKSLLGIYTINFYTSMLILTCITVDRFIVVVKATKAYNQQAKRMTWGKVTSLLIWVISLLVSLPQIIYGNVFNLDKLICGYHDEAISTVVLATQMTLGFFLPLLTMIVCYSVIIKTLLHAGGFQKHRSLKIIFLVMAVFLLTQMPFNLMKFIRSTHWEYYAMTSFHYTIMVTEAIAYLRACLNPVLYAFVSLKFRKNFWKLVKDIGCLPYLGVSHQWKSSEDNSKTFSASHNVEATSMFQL
# EBI2 block – EBI2 (human) antagonism; AID 651636; 360,000 tested, 0.81% active; EBI2 beta-arrestin recruitment, luminescence, 7a,25-OHC stimulated; P32249; inhibition, % at 5 µM; in the data active means inhibition above about 38%;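 further: enzyme fragment complementation signal reports receptor beta-arrestin coupling in cells; 0% = agonist plus DMSO wells and 100% = wells without agonist; some results beyond the cut were filed as inactive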
# Target sequence (P32249 whole entry, looked up, the tested form may be a part): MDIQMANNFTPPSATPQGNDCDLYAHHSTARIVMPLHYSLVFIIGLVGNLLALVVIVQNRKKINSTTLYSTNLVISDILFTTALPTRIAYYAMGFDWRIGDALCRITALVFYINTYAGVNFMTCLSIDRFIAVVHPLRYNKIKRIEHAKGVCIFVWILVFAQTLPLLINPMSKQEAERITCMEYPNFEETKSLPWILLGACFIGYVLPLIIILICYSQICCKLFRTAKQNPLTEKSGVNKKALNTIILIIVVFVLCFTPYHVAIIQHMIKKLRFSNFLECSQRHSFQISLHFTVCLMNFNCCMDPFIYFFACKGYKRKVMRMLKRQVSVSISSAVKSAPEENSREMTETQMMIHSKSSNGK
# NR3A LBD binder – modulators (binders) of human NR3A ligand-binding domain | NR3A LBD differential scanning fluorimetry, Tm shift; 0% = protein alone, 100% = glycine-bound protein | Tm shift relative to glycine control, % at 25 µM | 340,000 tested, 2.5% active;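 active means melting temperature shift of at least 10% of the positive control shift, at one fixed dose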
# CCR6 antag – antagonists of human CCR6 receptor. CHO-K1 CCR6 PathHunter beta-arrestin, luminescence, CCL20-stimulated. inhibition, % at 20 µM. 340,000 tested, 0.49% active. AID 493098;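 active means compounds whose inhibition of the agonist-driven luminescence signal at 20 µM reaches about 50%, limit read from the data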;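 further: cells stimulated with CCL20 at 14 nM final; plate controls were DMSO with CCL20 for no effect and DMSO without agonist for full effect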
# APOBEC3G inh – APOBEC3G (human) deaminase inhibition. recombinant A3G, ssDNA deamination FAM/TAMRA fluorescence. AID 493012. inhibition, % at 20 µM. Q9HC16. 330,000 tested, 0.28% active;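 active means inhibition of at least 40% at 20 µM, with no more than 30% in the related APOBEC3A deaminase screen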;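 further: plate controls were DMSO wells with A3G for no effect and wells lacking A3G enzyme for full effect; some compounds called inactive have numbers as strong as hits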
# APOBEC3A inh – human APOBEC3A DNA deaminase inhibition. P31941. recombinant A3A, FAM/TAMRA ssDNA deamination fluorescence. inhibition, % at 20 µM. 330,000 tested, 0.41% active. AID 493011;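 active means at least 40% inhibition at 20 µM here, with at most 30% in a related deaminase screen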;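 further: plate controls were A3A with DMSO for no effect and wells lacking A3A enzyme for full effect; some results filed as inactive read as strong as hits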
# Target sequence (P31941 whole entry, looked up): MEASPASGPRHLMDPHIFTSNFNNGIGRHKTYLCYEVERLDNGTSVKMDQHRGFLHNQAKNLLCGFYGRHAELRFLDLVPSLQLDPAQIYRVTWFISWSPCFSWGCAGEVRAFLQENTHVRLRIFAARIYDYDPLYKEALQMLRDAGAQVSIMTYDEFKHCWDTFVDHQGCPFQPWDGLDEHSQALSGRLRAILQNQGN
# Gli-Sufu block – blocks Gli-Sufu signaling in a luciferase reporter; inhibition, % at 5 µM; 340,000 tested, 0.74% active; Sufu-KO-LIGHT fibroblasts, Gli luciferase reporter luminescence;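 active means inhibition above about 55%, limit read from the data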;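 further: 0% = DMSO-treated cells and 100% = wells with medium but no cells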
# Numbers without * were called inactive; nt = not tested or not shown.
SMILES,MPTP inh,CXCR6 inh,EBI2 block,NR3A LBD binder,CCR6 antag,APOBEC3G inh,APOBEC3A inh,Gli-Sufu block
COCCNC(=O)c1c(NC(=O)c2ccco2)n(Cc2ccccc2)c2nc3ccccc3nc12,0.3,2,7,nt,10,-3,-2,nt
CC(O)C1C=CC=CC(=O)OC2CC3OC4C5OC5(C)C(O)CC4(COC(=O)C(O)C(C)CCO1)C2(C)C31CO1 (centres undefined),-0.9,-6,-2,0,3,nt,nt,92*
CC(Cc1ccccc1)NCCC(=O)NC(C)Cc1ccccc1 (centres undefined),0.1,-3,-9,0,-3,-4,-2,13
O=C(c1cccc(C(F)(F)F)c1)C1CCCN(Cc2ccccc2O)C1 (centres undefined),-0.8,3,1,-2,-1,1,3,6
O=Cc1cn(Cc2ccccc2F)c2ccccc12,2.3,-5,0,-2,14,14,45*,3
CCCNC(=O)N1C2CCC1CC(O)(c1cccnc1)C2 (centres undefined),-1.1,-21,-10,1,6,-4,-3,5
Clc1cc(Cl)cc(NC2=NCCS2)c1,2.2,-1,-1,0,6,-8,-1,11
CCc1cc(=O)oc2c(C)c(OCC(=O)N3C[C@H]4C[C@@H](C3)c3cccc(=O)n3C4)ccc12,1.8,4,-4,-1,-12,-5,-2,-1
NCCNc1ccc([N+](=O)[O-])c2cccnc12,0.2,7,3,0,4,1,5,0
CCOC(=O)C(O)(c1cn(C)c2ccccc12)C(F)(F)F (centres undefined),-0.1,-3,-1,1,-7,0,1,nt
Cn1c(=O)cc(SCC(=O)N2CCC3(CC2)OCCO3)c2ccc(Cl)cc21,1.1,0,-3,-1,-2,-5,-3,27
COc1cc2[nH]c(=O)n(-c3cccc(Cl)c3)c(=O)c2cc1OC,-0.4,-2,-8,1,-2,4,1,1
Cn1c(O)c(C=NCCCNC2CCCCC2)c(=O)n(C)c1=O,2.0,4,17,1,9,-4,-6,1
CN1CCN(Cc2ccc(OC(F)(F)F)cc2)CC1,-8.1,5,4,0,5,1,-1,-7
CNC(=O)N(C)c1nnc(C(C)(C)C)s1,-1.2,2,-6,-1,6,-6,1,-3
C#CC[N+]1(C)C2CCC1CC(O)C2 (centres undefined),-0.2,6,-2,-1,10,-5,-5,22
CC(C)CN1CCN(Cc2c(F)cccc2Cl)CC1CCO (centres undefined),1.5,-8,-16,-1,13,-5,1,12
COCCCNP1(=O)OCC(C)([N+](=O)[O-])CO1 (centres undefined),-0.4,1,4,0,-4,nt,nt,0
CCCCCCNc1nc(OC)nc(N2CC3CC(C2)c2cccc(=O)n2C3)n1 (centres undefined),-1.0,8,6,-1,4,13,-6,-6
CN(C)c1nc(OCCNC(=O)COc2ccc(Cl)cc2Cl)nc(N2CCCCC2)n1,-2.1,-3,9,-2,10,-8,-4,22
COc1cc([C@@H]2c3cc4c(cc3[C@@H](OC)[C@H]3COC(=O)[C@H]23)OCO4)cc(OC)c1O,-1.9,5,-7,1,-1,-3,1,46
COC1=C(OC)[C@]23CCc4ccc(OC)c(OC)c4[C@]2(CCN3C)CC1=O,-0.7,-1,-8,13*,2,-8,0,5
COc1ccc(CNCCc2ccc(Cl)cc2)c(OC)c1OC,0.4,12,9,-1,21,-10,-5,21
CC(C)NC(=O)Cn1cc(C(=O)c2ccccc2)c2ccccc21,0.6,-9,1,-1,-6,-8,-2,5
N#Cc1c(/N=C/C2C(=O)NC(=S)NC2=O)sc2c1CCCC2,0.2,-12,-2,5,-1,4,1,-2

# Among those listed so far, these have a CF3 group.
SMILES,MPTP inh,CXCR6 inh,EBI2 block,NR3A LBD binder,CCR6 antag,APOBEC3G inh,APOBEC3A inh,Gli-Sufu block
O=C(c1cccc(C(F)(F)F)c1)C1CCCN(Cc2ccccc2O)C1 (centres undefined),-0.8,3,1,-2,-1,1,3,6
CCOC(=O)C(O)(c1cn(C)c2ccccc12)C(F)(F)F (centres undefined),-0.1,-3,-1,1,-7,0,1,nt
CN1CCN(Cc2ccc(OC(F)(F)F)cc2)CC1,-8.1,5,4,0,5,1,-1,-7

# (listing goes on)
SMILES,MPTP inh,CXCR6 inh,EBI2 block,NR3A LBD binder,CCR6 antag,APOBEC3G inh,APOBEC3A inh,Gli-Sufu block
CN1CCN(c2nc(N)cc(=O)[nH]2)CC1,0.1,3,-3,0,10,-9,-3,-7
Cn1c(O)c(C=NCCN2CCN(C(=O)c3ccccc3)CC2)c(=O)n(C)c1=O,-4.2,-10,-8,2,20,-7,-3,-2
COc1cccc(CN2CCN(Cc3cccc(F)c3)CC2)c1,0.0,5,-4,-1,-12,-5,-4,11
CC(=O)O[C@H]1C(=O)[C@@]2(C)C([C@H](OC(=O)c3ccccc3)[C@]3(O)C[C@H](O)C(C)=C1C3(C)C)[C@]1(OC(C)=O)CO[C@@H]1C[C@H]2O (some centres undefined),-2.4,-1,7,0,-9,-9,-3,1
CC1(C)CC(n2[nH]c(=O)c3c2NC(=O)CSC3c2ccc(F)cc2)CCO1 (centres undefined),-2.6,3,-5,7,31,-3,-2,1
CCCCCn1c(=O)c(C(=O)Nc2cccc(C)c2)c(O)c2ccccc21,3.1,-6,7,-5,10,-4,2,-20
CSc1nc2ccccc2c(=O)n1-c1cccnc1,3.8,-5,2,-1,-3,-6,1,2
O=S(=O)(c1ccc(F)cc1)N1CCCCC1c1cccnc1 (centres undefined),1.1,-8,6,-1,1,-2,4,-2
Cc1cc(NC(=O)CCC(=O)N2CCC3(CC2)OCCO3)no1,-0.5,2,-4,0,9,-7,-4,4
Cc1ccc(S(=O)(=O)Oc2ccccc2C=C2C(=O)N(C)C(=O)N(C)C2=O)cc1,-0.2,3,0,-2,8,-5,1,-11
CCOC(=O)c1ccc(N=Cc2c(O)n(-c3ccccc3F)c(=S)[nH]c2=O)cc1,0.4,4,-10,-10,6,-10,-1,4
O=C(NC(Cc1cnc[nH]1)C(=O)O)c1ccccc1 (centres undefined),0.3,2,-6,1,-5,-6,-1,15
COc1ccccc1OCC#CCN1CCCCCC1,0.0,-2,4,-1,3,5,4,1
CCC(=NCC1CCCO1)c1c(O)n(-c2ccc(Cl)cc2)c(=O)[nH]c1=O (centres undefined),-1.3,6,4,0,7,-1,-2,-19
O=C1CN=C(c2ccccc2)c2cc(Br)ccc2N1,-1.0,5,6,0,7,-3,-3,-6
COc1cc(CN2CCN(C(=O)Cc3ccccc3)CC2)cc(OC)c1OC,-0.5,-3,0,0,8,-7,-3,4
Cc1cc(NC(=O)COC(=O)c2c(C)nn(Cc3ccccc3)c2Cl)no1,-1.4,2,5,-4,5,-1,1,-18
O=C1C2CCN(CC2)C12CC2c1ccc(C(F)(F)F)cc1 (centres undefined),1.4,-9,2,5,10,-11,-2,5
CCC(C)OC(=O)c1c(N)n(Cc2cccs2)c2nc3ccccc3nc12 (centres undefined),26,20,44*,1,-27,-9,1,5
O=CC(Br)P(=O)(N1CCOCC1)N1CCOCC1 (centres undefined),2.2,5,9,-1,-9,-9,-1,-4
CCCCOC(=O)c1ccccc1C(=O)OCc1ccccc1,-1.2,7,15,0,18,-9,1,0
Cc1[nH]c2ccccc2c1CCNCc1cccnc1,-0.4,-6,-5,-1,8,-2,-2,0
N#CC1c2ccccc2-n2nncc2CN1S(=O)(=O)c1cc(Cl)cc(Cl)c1 (centres undefined),-0.2,-3,1,-1,-13,nt,nt,-2
CCOc1ccccc1-n1c(O)c(C=NCCCN(CC)CC)c(=O)[nH]c1=O,-2.2,9,1,0,3,-4,-1,8
COC(=O)C1=C(c2ccc(OC)c(OC)c2)C[C@@H]2CC[C@H]1N2C(=O)NCCOc1ccc(OC)cc1,-1.1,2,-6,-2,9,-7,-4,-33

# The final two compounds of the section above come first, to join the parts:
SMILES,MPTP inh,CXCR6 inh,EBI2 block,NR3A LBD binder,CCR6 antag,APOBEC3G inh,APOBEC3A inh,Gli-Sufu block
CCOc1ccccc1-n1c(O)c(C=NCCCN(CC)CC)c(=O)[nH]c1=O,-2.2,9,1,0,3,-4,-1,8
COC(=O)C1=C(c2ccc(OC)c(OC)c2)C[C@@H]2CC[C@H]1N2C(=O)NCCOc1ccc(OC)cc1,-1.1,2,-6,-2,9,-7,-4,-33
CC12CCC3C(CC=C4CC(O)CCC43C)C1CC(=CN1CCOCC1)C2=O (centres undefined),-0.1,0,2,-3,2,nt,nt,8
Cc1ccccc1NC(=O)CCl,2.0,8,-6,-1,-1,-3,3,-1
CCn1c(=O)cc(OCC(=O)N2CCN(Cc3ccc4c(c3)OCO4)CC2)c2ccccc21,0.5,2,-7,1,1,-4,-6,11
Clc1ccc(OCC#CCN2CCCC2)cc1,0.2,-1,1,-1,2,-6,1,10
CCOc1ccc(NC(=O)c2c(O)[nH]c(=O)[nH]c2=O)cc1,-1.4,0,-1,0,-2,-11,-1,-2
CC1CCN(CC(=O)c2ccc3c(c2)OCCO3)CC1,-1.1,5,-6,0,15,-6,-3,-17
Cc1cnn(C2CCN(C)CC2)c1N,-1.1,3,-6,1,12,-1,1,-8
COC(=O)C1=C(c2ccc(OC)c(OC)c2)C[C@@H]2CC[C@H]1N2C(=O)NCCO,0.1,-2,-10,0,5,-11,-2,26
COc1ccc(NC(=O)c2c(C)nn(Cc3ccccc3Cl)c2Cl)cc1Cl,0.7,4,16,2,24,-9,-2,-2
O=c1[nH]c(=S)n(C2CC2)c(O)c1C=Nc1cccc(C(F)(F)F)c1,0.5,13,-6,-2,-2,-7,0,6
O=P(/C(=N/O)N1CCCCC1)(N1CCOCC1)N1CCOCC1,-2.0,1,-4,3,9,-3,-7,-2
Nc1ccccc1C(=O)OCC(=O)c1ccc2c(c1)OCCO2,-0.5,3,-9,-2,5,-8,0,-14

# Seven entries from above, arranged by length of the SMILES, ascending.
SMILES,MPTP inh,CXCR6 inh,EBI2 block,NR3A LBD binder,CCR6 antag,APOBEC3G inh,APOBEC3A inh,Gli-Sufu block
O=CC(Br)P(=O)(N1CCOCC1)N1CCOCC1 (centres undefined),2.2,5,9,-1,-9,-9,-1,-4
CC(C)NC(=O)Cn1cc(C(=O)c2ccccc2)c2ccccc21,0.6,-9,1,-1,-6,-8,-2,5
O=C(c1cccc(C(F)(F)F)c1)C1CCCN(Cc2ccccc2O)C1 (centres undefined),-0.8,3,1,-2,-1,1,3,6
CCCCCn1c(=O)c(C(=O)Nc2cccc(C)c2)c(O)c2ccccc21,3.1,-6,7,-5,10,-4,2,-20
CCCCCCNc1nc(OC)nc(N2CC3CC(C2)c2cccc(=O)n2C3)n1 (centres undefined),-1.0,8,6,-1,4,13,-6,-6
O=c1[nH]c(=S)n(C2CC2)c(O)c1C=Nc1cccc(C(F)(F)F)c1,0.5,13,-6,-2,-2,-7,0,6
COC1=C(OC)[C@]23CCc4ccc(OC)c(OC)c4[C@]2(CCN3C)CC1=O,-0.7,-1,-8,13*,2,-8,0,5

# Not all compounds are listed; the hit share may differ from the screen's.
